# Compound activity deposited in PubChem BioAssay by The Scripps Research Institute Molecular Screening Center.
# PAD4 inh = inhibitors of human PAD4 | inhibition, % at 6.36 µM | hit rate 0.41% among 330,000 | AID 485272 | Q9UM07 | recombinant PAD4, RCA probe fluorescence polarization;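 active = percent inhibition above a cutoff equal to the mean of all tested compounds plus 3 SD, cut at about 15% in these data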;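 note: 0% = PAD4 with RCA probe and DMSO and 100% = probe without PAD4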
# PAFAH1B3 FP inh = blocks human PAF acetylhydrolase 1B catalytic subunit 3 | Q15102 | recombinant PAFAH1B3, FP-rhodamine probe, fluorescence polarization | inhibition, % at 3.39 µM | hit rate 0.28% among 340,000 | AID 492972;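 active = inhibition above the screen-wide average of all tested compounds plus 3 SD, cut at about 25% in these data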;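 note: 0% = enzyme with DMSO only and 100% = wells lacking PAFAH1B3 protein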
# PAFAH1B2 inh = blocks human PAF acetylhydrolase 1b catalytic subunit 2. AID 492953. inhibition, % at 3.39 µM. recombinant PAFAH1B2, FP-rhodamine activity probe, fluorescence polarization. P68402. hit rate 1.2% among 340,000;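 active = inhibition above the mean of all tested compounds plus 3 SD, cut at about 24% in these data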;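 note: 0% = enzyme with DMSO and 100% = wells lacking PAFAH1B2; many of its hits are not listed in these tables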
# Target sequence (P68402 whole entry, looked up): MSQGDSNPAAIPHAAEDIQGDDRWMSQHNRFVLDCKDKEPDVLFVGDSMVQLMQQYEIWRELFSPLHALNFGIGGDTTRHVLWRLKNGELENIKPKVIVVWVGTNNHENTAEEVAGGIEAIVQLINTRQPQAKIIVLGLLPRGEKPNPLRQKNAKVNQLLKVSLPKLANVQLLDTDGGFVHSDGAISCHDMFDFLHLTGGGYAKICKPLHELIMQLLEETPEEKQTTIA
# LYPLA2 inh = blocks human lysophospholipase 2, a PME1 counter-screen. O95372. recombinant LYPLA2, FP-Rh probe fluorescence polarization. inhibition, % at 5.9 µM. hit rate 0.38% among 320,000;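 active = inhibition above the screen-wide mean plus 3 SD, limit set per campaign, cut at about 26% in these data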;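 note: 0% = LYPLA2 with DMSO and 100% = wells lacking LYPLA2 enzyme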
# Target sequence (O95372 whole entry, looked up): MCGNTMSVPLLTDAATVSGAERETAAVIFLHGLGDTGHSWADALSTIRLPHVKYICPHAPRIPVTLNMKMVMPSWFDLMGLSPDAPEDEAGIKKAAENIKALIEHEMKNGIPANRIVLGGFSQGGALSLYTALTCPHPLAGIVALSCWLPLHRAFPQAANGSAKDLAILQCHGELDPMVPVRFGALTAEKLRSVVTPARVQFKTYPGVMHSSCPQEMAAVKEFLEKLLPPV
# GSTO1 counter = counter-screen for RBBP9 inhibitors: inhibitors of human GSTO1; inhibition, % at 5.96 µM; P78417; hit rate 1.1% among 300,000; recombinant GSTO1, activity-based probe fluorescence polarization; AID 1974;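 active = inhibition above the campaign mean inhibition plus 3 SD, cut at about 35% in these data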;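 note: 0% = GSTO1-1 with DMSO and 100% = wells lacking GSTO1-1 enzyme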
# Target sequence (P78417 whole entry, looked up): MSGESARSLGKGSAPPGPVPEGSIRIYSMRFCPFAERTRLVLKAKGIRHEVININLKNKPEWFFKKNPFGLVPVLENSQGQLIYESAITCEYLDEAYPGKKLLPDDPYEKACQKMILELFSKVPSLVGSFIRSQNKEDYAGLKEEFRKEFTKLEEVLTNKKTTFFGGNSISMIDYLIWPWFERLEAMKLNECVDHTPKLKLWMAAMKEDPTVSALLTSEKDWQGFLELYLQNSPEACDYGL
# PREPL inhibitor = inhibitors of human prolyl oligopeptidase-like enzyme PREPL. Q4J6C6. recombinant PREPL, fluorescence polarization activity-based probe. inhibition, % at 5.96 µM. hit rate 0.68% among 320,000; in the data active = inhibition above about 43%;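 note: 0% = enzyme with DMSO and 100% = wells lacking enzyme; many of its hits are not listed in these tables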
# PAFAH2 FP inh = inhibitors of human PAFAH2. inhibition, % at 3.39 µM. recombinant PAFAH2, FP-rhodamine activity probe, fluorescence polarization. Q99487. hit rate 0.99% among 340,000. AID 492956;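 active = inhibition above the mean over all tested compounds plus 3 SD, cut at about 30% in these data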;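 note: inhibitors block probe labeling of enzyme so polarization drops; 0% = enzyme with DMSO and 100% = wells lacking PAFAH2 protein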
# pPAFAH FP inh = pPAFAH (human) enzyme inhibition; Q13093; recombinant pPAFAH, FP-rhodamine probe fluorescence polarization; inhibition, % at 3.39 µM; hit rate 1.5% among 330,000;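 active = inhibition above the mean inhibition across the screen plus 3 SD, cut at about 25% in these data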;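 note: inhibitors block binding of the rhodamine activity-based probe so polarization drops; 0% = enzyme with DMSO and 100% = wells lacking pPAFAH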
# LYPLA1 inh = LYPLA1 (human) inhibition in PME1 counter-screen; recombinant LYPLA1, FP-Rh probe fluorescence polarization; hit rate 0.16% among 320,000; O75608; AID 2174; inhibition, % at 5.9 µM;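 active = inhibition above the mean of all tested compounds plus 3 SD, set per campaign, cut at about 14% in these data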;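 note: inhibitors block serine hydrolase probe labeling of LYPLA1 so polarization falls; 0% = enzyme with DMSO and 100% = wells lacking LYPLA1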
# Target sequence (O75608 whole entry, looked up): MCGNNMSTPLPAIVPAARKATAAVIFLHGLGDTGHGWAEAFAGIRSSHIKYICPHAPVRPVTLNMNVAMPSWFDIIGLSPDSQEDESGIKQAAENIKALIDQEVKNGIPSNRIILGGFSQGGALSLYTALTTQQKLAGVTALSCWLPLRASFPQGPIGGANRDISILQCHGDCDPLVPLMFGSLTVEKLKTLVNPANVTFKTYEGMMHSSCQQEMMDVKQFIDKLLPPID
# Active calls of the source: *; . = no result given. Some of the compounds tested; rates above refer to the full screens.
SMILES,PAD4 inh,PAFAH1B3 FP inh,PAFAH1B2 inh,LYPLA2 inh,GSTO1 counter,PREPL inhibitor,PAFAH2 FP inh,pPAFAH FP inh,LYPLA1 inh
O=C(NCCCN1CCCC1=O)c1cc(-c2cccnc2)nc2ccc(Cl)cc12,-1,3,3,5,-3,-5,0,3,1
O=C(c1ccc(Cl)nc1)N1CCN(S(=O)(=O)c2ccccc2)CC1,-2,6,6,5,-6,3,-15,1,-1
CC[C@@]12C(=O)N(c3cccc(Br)c3)C(=O)N1[C@H](c1ccc(Br)cc1)[C@@H]1C(=O)N(C(C)(C)C)C(=O)[C@@H]12,-4,3,2,-6,1,-42,-9,0,0
COc1ccc(-n2c(O)c(/C=N/NS(=O)(=O)c3ccc(C)c([N+](=O)[O-])c3)c3ccccc3c2=O)cc1OC,-13,-57,-36,-29,-77,6,-59,5,-18
COc1ccc(C(=O)Nc2cc(-c3ccccc3)nn2-c2ccccc2F)cc1,-3,-2,0,1,-3,11,-4,4,-3
COc1cc(NC(=O)c2cc(-c3cccnc3)nc3ccc(C)cc23)c(OC)cc1Cl,4,.,.,2,5,10,.,3,-1
O=C(NCCN1CCCCC1)c1ccc2c(c1)OCCO2,-4,6,3,-5,-4,7,-5,3,4
COc1ccc2c(C)cc(SCC(=O)Nc3c(C)n(C)n(-c4ccccc4)c3=O)nc2c1,-4,3,-1,4,-3,-9,4,0,1
COc1ccc(C(=O)NNS(=O)(=O)c2ccccc2)cc1OC,1,12,2,-1,-1,13,-5,2,0
COc1cccc(CNC(=O)CN2C(=O)CSc3ccc(S(=O)(=O)N4CCCCC4)cc32)c1,-2,8,1,-5,4,-10,7,-2,-3
CCO[C@H]1OC(C(=O)N2CCN(Cc3ccc4c(c3)OCO4)CC2)=C[C@@H](C)[C@@H]1CCCO,1,3,1,-8,0,15,-3,-1,0
COc1cccc(/C=C2\SC(=N)N(c3ccc(F)cc3)C2=O)c1,-1,-5,-1,6,-1,-2,-2,4,0
Cc1cc(/C=N/NC(N)=S)c(C)n1-c1ccc(Br)cc1,-7,1,3,8,1,54*,5,11,2
COCCNC(=O)c1cccc(NC(=O)C2=C(C)OCCS2)c1,1,-2,1,-9,2,21,-3,-5,3
COCCN(C(=S)Nc1ccccc1OC)C(C)c1cccs1 (stereo unspecified),3,0,3,3,-4,14,24,3,1
COc1cc(OC)c(NC(=O)CC(C)=O)cc1Cl,-1,10,-1,-1,2,-4,2,0,-1
C/C(=N\O)C(=O)NCCCn1ccnc1,-2,10,-2,1,6,14,12,0,-1
O=C1C2CCCN2C(c2ccco2)N1c1ccc(F)cc1 (stereo unspecified),-3,8,5,-3,8,-9,12,1,1
O=C(NCc1ccc2c(c1)OCO2)c1ccc(CN2CCOCC2)cc1,-9,8,2,4,-3,7,8,0,4
Cc1ccc(-n2nc3c(c2NC(=O)C(C)C)CS(=O)(=O)C3)c(C)c1,-1,4,3,-5,5,8,-1,-7,-3
CCOc1ccccc1-n1c(SCC(=O)Nc2ccccc2C(=O)O)nc2ccccc2c1=O,-1,1,1,0,-18,-12,-2,-13,3
CC1(C)CC(NC(=O)c2cccc([N+](=O)[O-])c2)CC(C)(C)N1,1,14,3,-4,1,-2,-2,-4,0
Cc1ccc(CCNC(=O)CS(=O)Cc2nc(-c3cccs3)oc2C)cc1 (stereo unspecified),-2,-10,5,6,4,7,-1,12,1
COc1ccc(OC)c(-n2c(=S)[nH]c3cc(C(=O)N4CCCCC4)ccc3c2=O)c1,-1,4,0,1,1,-8,-3,3,1
O=C(CCCN1C(=O)c2cccc3cccc(c23)C1=O)NCCN1CCOCC1,-1,-5,3,0,6,-1,-5,5,0
CCN(CC(=O)NC(C)(C)C)C(=O)c1ccc(Br)cc1,-4,5,3,-3,7,11,1,-5,0
COc1cc([N+](=O)[O-])ccc1N=Nc1c(N)[nH]n(-c2ccccc2)c1=O,-6,.,.,4,15,13,.,10,-1
O=C(COC(=O)COc1cccc(Br)c1)Nc1ccc(F)cc1F,-1,-1,0,5,.,-1,-3,11,1
COC(=O)c1sccc1NC(=S)Nc1ccc(OC)cc1,-1,-7,4,5,4,4,-2,1,4
O=C(CN(C(=O)Cn1nnc(-c2cccs2)n1)c1ccc2c(c1)OCCO2)NC1CCCCC1,-4,7,4,-2,0,12,6,3,-3
O=S(=O)(c1ccc(S(=O)(=O)N2CCOCC2)cc1)N1CCCC1,0,9,2,3,2,7,3,4,0
CN1CCN(C(=O)c2ccccc2-c2ccccc2C(=O)O)CC1,1,0,1,-1,-1,6,-5,1,1
S=C(NCc1ccco1)Nc1cc(Cl)c(Cl)cc1Cl,-5,-2,0,-2,-4,-2,-1,1,-11
C=CCSc1nnc(COc2ccc(=O)n(-c3ccccc3)n2)n1CC,-2,3,3,1,6,-2,3,2,1
O=C(c1ccccc1Sc1ccccc1[N+](=O)[O-])N1CCCCC1,-1,-1,0,-1,2,7,-3,6,0
COc1cccc(-c2nc(C(=O)NCC3CCCO3)cc3c2[nH]c2ccccc23)c1 (stereo unspecified),-3,1,1,-21,-26,3,-6,10,-19
CCOC(=O)N/N=C(\C)c1ccc(C)o1,-9,3,-3,2,-2,7,1,-6,-1
CCOC(=O)c1sc(NC(=O)Cn2nnc3sc4c(c3c2=O)CCCC4)nc1C,-10,-12,-2,-14,-13,5,-5,4,-9
Cc1ccc(S(=O)(=O)N2CCC[C@H]2C(=O)Nc2ccc(F)cc2C)cc1,-4,7,2,.,.,12,8,-2,.
CCOC(=O)c1c(NC(=O)CN2CCN(C(=O)C3CCCO3)CC2)sc(C)c1C (stereo unspecified),-1,10,-2,5,-4,15,2,13,0
CCN(CC)S(=O)(=O)c1ccc(N/N=C/c2cc(OC)c(OC)cc2OC)nc1,1,0,0,-2,2,8,1,-2,-1
O=C(CCNC(=O)N1CC(=O)Nc2ccccc21)Nc1ccc(Br)cc1F,-6,4,4,1,-5,-38,-7,3,-2
Cc1cc2nc(SCCOC(=O)Nc3ccc(Cl)cc3)nc(C)c2cc1C,2,1,7,3,10,12,-4,2,2
CCc1noc(C)c1C(=O)OCC(=O)c1ccc(NC(C)=O)cc1F,-7,6,1,.,.,5,-3,1,.
C[C@H](NC(=O)c1[nH]cnc1C(=O)Nc1ccccc1)C(=O)OC(C)(C)C,3,6,-2,-8,5,-2,0,-2,-3
Cc1nc2c(C(=O)NCc3ccco3)cnn2c(C)c1Cc1ccc(F)cc1Cl,-3,-6,2,5,-2,-7,-2,13,1
Cc1ccccc1NC(=O)N1CCC(NC(=O)C2CCCCC2)CC1,1,7,4,-8,0,3,-7,1,-4
Cc1nc(N2CCOCC2)nc(N2CCCC2)c1[N+](=O)[O-],-11,8,4,0,0,8,9,-2,1
Cc1ccc(-c2nn3c(-c4ccco4)nnc3c3ccccc23)cc1S(=O)(=O)NCC1CCCO1 (stereo unspecified),-5,16,8,-11,1,-7,19,3,-1
CC(C)(C)c1ccc(C(=O)OCC(=O)Nc2sc3c(c2C#N)CCC3)cc1,5,3,1,4,3,16,-6,5,0
Cc1ccccc1C(=O)NNC(=O)CN1C(=O)c2ccccc2C1=O,-4,-3,2,3,0,0,6,4,-1
CCOc1ccc2c(c1)C(N(CCN1CCOCC1)C(=O)Nc1ccccc1)CC(C)(C)O2 (stereo unspecified),-1,3,1,4,10,-2,4,0,-1
Cc1nc2ccc(NC(=O)C3CCN(S(=O)(=O)c4cccs4)CC3)cc2s1,1,-2,1,6,-1,-3,0,2,0
CN(C)CC1CCCCC1OC(=O)c1ccc(S(=O)(=O)N(C)c2ccccc2)cc1 (stereo unspecified),-2,12,11,5,4,-20,5,1,-1
COc1nc(OC)nc(N(C)CCO)n1,2,4,4,-5,-1,-9,-3,-1,0
O=C(COc1ccc(Cl)cc1Cl)Nc1ccccn1,-5,0,2,0,-4,13,2,3,-2
COCCNC(=O)CN(Cc1ccccc1)C(=O)CCC(=O)Nc1nccs1,0,1,4,-2,3,-2,-8,7,0
CCOc1ccc(C(=O)NCC(=O)NC(C)c2ccc(-n3ccnc3)cc2)cc1OCC (stereo unspecified),-6,-5,2,-4,-1,-1,5,3,1
Cc1cc(C)c(S(=O)(=O)c2ccccc2Cl)c(=O)[nH]1,0,11,-6,-7,-3,-1,-1,0,-5
NC(=O)c1sc2nc3c(c(-c4cccnc4)c2c1N)CCC3,0,10,0,0,1,1,0,7,1
# Carrying on.
SMILES,PAD4 inh,PAFAH1B3 FP inh,PAFAH1B2 inh,LYPLA2 inh,GSTO1 counter,PREPL inhibitor,PAFAH2 FP inh,pPAFAH FP inh,LYPLA1 inh
COc1ccc(CCNC(=O)c2cnc(Cl)c(Cl)c2)cc1,1,2,8,0,6,-7,4,2,-4
C=CCn1c(C)cc(C(=O)CN2C(=O)NC3(CCCc4ccccc43)C2=O)c1C (stereo unspecified),-2,4,6,7,7,1,1,1,3
O=C(CSC(=S)N1CCCC1)N1CCN(S(=O)(=O)c2cccc([N+](=O)[O-])c2)CC1,8,2,-1,9,0,14,4,4,3
C=CCOc1ccccc1CN(C(=O)CCl)c1ccc2c(c1)OCO2,-1,1,6,1,95*,4,1,12,-1
CCc1nnc(N/N=C\c2ccc(OC(C)=O)c(OC)c2)n1N,25*,5,5,4,21,-1,9,4,0
CCCNC(=O)OC[C@H]1O[C@H](CCO/N=C/C[C@@H]2C=C[C@H](OC(C)=O)[C@@H](COC(C)=O)O2)C=C[C@@H]1Oc1ccc(OC)cc1,4,.,.,3,0,12,.,5,-3
O=C1CN=C(Nc2ccccc2Cl)N1c1ccccc1,3,12,1,4,1,25,3,-1,-3
Cc1ccccc1N1CC(C(=O)Nc2ccncc2)CC1=O (stereo unspecified),-10,1,3,-1,0,5,3,1,-1
CC1C/C(=N\NC(=O)c2ccc(NS(=O)(=O)c3ccc(Br)cc3)cc2)CC(C)(C)C1 (stereo unspecified),-1,-10,26*,-2,8,4,14,18,-8
COc1ccc(C(C(=O)NC(C)(C)C)N(CCC(C)C)C(=O)CCC(=O)Nc2cc(C)on2)cc1 (stereo unspecified),2,0,0,11,2,-3,0,3,4
COc1ccc2[nH]c3c(c2c1)CCN1C(=O)N([C@@H](C)C(=O)NC2CCN(Cc4ccccc4)CC2)C(=O)[C@]31C,0,10,7,8,-5,20,5,6,2
COc1ccc(-c2c(C)n([O-])c3c([n+]2=O)CCCC3)c(OC)c1,-5,-2,-4,-1,6,1,-7,0,1
CC(=O)c1c(C)[nH]c(C(=O)OCC(=O)Nc2cc(S(=O)(=O)N3CCCC3)ccc2Cl)c1C,-3,12,1,-8,-5,2,22,0,-4
CC1CCN(CC(=O)Nc2ccc(S(=O)(=O)N3CCCCC3)cc2)CC1,-5,3,5,-1,-10,7,2,-2,6
CCOC(=O)N1CCN(C(=O)c2cn(CC)c3ccc(S(=O)(=O)N4CCOCC4)cc3c2=O)CC1,3,4,6,6,-1,5,14,0,2
COc1cccc(-c2cccc(NC(=O)C3CCN(C4CCC4)CC3)c2)c1,1,8,4,12,-3,6,3,1,4
Cc1sc(NC(=O)Cn2cnnn2)nc1-c1ccc(Cl)cc1,-3,-3,9,5,-1,-21,-7,6,-2
CCOC(=O)c1c(NC(=O)C2C3C=CC(CC3)C2C(=O)O)sc(C)c1C (stereo unspecified),-5,-8,4,-4,6,3,-2,6,-4
O=C1c2ccccc2NC(c2ccc(Cl)cc2Cl)N1Cc1ccccc1 (stereo unspecified),2,-1,5,-2,-5,-6,-2,1,-4
